GAA glycogen mod: inhibitors or activators of human alpha-glucosidase glycogen cleavage | P10253 | recombinant GAA, glycogen substrate, Amplex Red glucose oxidase fluorescence | Potency, µM (series often up to 76.4 µM), for the others: at the top dose activity change, negative = inhibition, usual class: inhibitors | 300,000 tested, 0.38% active | AID 2100; active means well fitted inhibition curve with a large enough effect; inconclusive means small, poorly fitted or top-dose-only effect, or another doubt; inactive means no such curve, though single readings can be large or run the other way;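 further: 0% = full enzyme reaction and -100% = no-enzyme basal signal; the screen sought inhibitors and activators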
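Natural-substrate format: glycogen cleavage by 4 nM human enzyme, glucose read by Amplex Red coupling (Ex 573, Em 610 nm). Normalized to enzyme and no-enzyme controls.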
* = called active by the depositor; u = inconclusive; & = joins results of further samples; [ ] = another dose, or the depositor's remark. Potency means the concentration at half of the fitted maximal effect. A portion of the library, so the mix of outcomes need not match the whole.

SMILES	GAA glycogen mod
COc1cc(/C=N/NC(=O)NC23CC4CC(CC(C4)C2)C3)ccc1OCC(N)=O	-8%
O=C(Nc1ccccc1C(=O)Nc1ccncc1)c1ccc([N+](=O)[O-])cc1	-3%
CCC(C)(C)NC(=O)CSc1nc(Cc2ccccc2)nc2ccccc12	0%[76.3 µM]
O=C(NCCCn1ccnc1)c1ccc(Br)cc1	-2%
Cc1ccsc1/C=N/Nc1ccc(F)cc1F	u
Cc1ccc2[nH]c(C)c(/C=C/c3cc[n+](C)cc3)c2c1	4%
Cc1nc2nc(SCc3ccccc3)[nH]n2c(=O)c1C	3%
COC(=O)CCCN1C(=O)c2cccc3cccc(c23)C1=O	-7%[76.3 µM]
CCS(=O)(=O)N1CCC(NC(=O)C(Cc2cc(OC)ccc2OC)NC(C)=O)CC1 (configuration not stated)	-8%[76.3 µM]
CCCCNC(=O)CCn1c(=O)c2cccn2c2ccc(F)cc21	-5%
O=C(NCC(=O)N1CCN(C(c2ccccc2)c2ccccc2)CC1)c1ccccc1F	-6%
COc1ccc(OC)c(NC(=O)NNS(=O)(=O)c2ccc(C)cc2C)c1	-6%[76.3 µM]
COC(=O)c1ccc(-c2cc(CC3(C(=O)OC)CCN(C(=O)OC(C)(C)C)CC3)on2)cc1	11%[76.3 µM]
Cc1cc(C)c(S(=O)(=O)NCc2cccnc2)c(C)c1	5%
Cc1onc(-c2ccccc2Cl)c1C(=O)NNC(=O)c1ccccc1F	3%
Cc1ccc(-c2csc3ncn(CC(=O)O)c(=O)c23)cc1C	-6%[76.3 µM]
Cc1ccc(S(=O)(=O)/N=C(/Nc2cccc(O)c2)c2ccccc2)cc1	2%
CC(C)(C)NC(=O)CN(CCN1CCOCC1)C(=O)CNS(=O)(=O)c1ccccc1	16%
CCN(CC)C(=O)CSc1nnc(-c2ccc(S(=O)(=O)N3CCOCC3)cc2)n1C	3%
CCCCN1C(C(=O)Nc2cc(C)on2)=C(O)c2ccccc2S1(=O)=O	3%

6 entries already listed, arranged by heavy-atom count, lowest first.
SMILES	GAA glycogen mod
O=C(NCCCn1ccnc1)c1ccc(Br)cc1	-2%
COC(=O)CCCN1C(=O)c2cccc3cccc(c23)C1=O	-7%[76.3 µM]
Cc1ccc(S(=O)(=O)/N=C(/Nc2cccc(O)c2)c2ccccc2)cc1	2%
CCC(C)(C)NC(=O)CSc1nc(Cc2ccccc2)nc2ccccc12	0%[76.3 µM]
COc1cc(/C=N/NC(=O)NC23CC4CC(CC(C4)C2)C3)ccc1OCC(N)=O	-8%
O=C(NCC(=O)N1CCN(C(c2ccccc2)c2ccccc2)CC1)c1ccccc1F	-6%

Later entries.
SMILES	GAA glycogen mod
c1ccc(CNc2ncnc3sccc23)cc1	1%[76.3 µM]
O=C(CSc1nnc2c(n1)[nH]c1ccc(F)cc12)NCc1ccc(F)cc1	-4%
CCN(CC)C(=O)Cn1c(SCCOc2ccc(Cl)cc2)nc2ccccc21	0%[76.3 µM]
CSc1ccc(S(=O)(=O)Nc2c(C)n(C)n(-c3ccccc3)c2=O)cc1	1%[76.3 µM]
Cc1ccccc1C(=O)Nc1ccc(S(=O)(=O)N2CCC(c3nc4ccccc4s3)CC2)cc1	12%[76.3 µM]
CC(=O)Nc1ccc2nc(SCCOc3cc(C)cc(C)c3)sc2c1	-15%[76.3 µM]
O=C(CCn1c(=O)c2cccn2c2cccnc21)Nc1ccccc1C(F)(F)F	2%[76.3 µM]
Cc1csc(NC(=O)Cc2c(F)cccc2Cl)n1	-3%[76.3 µM]
COc1ccc(-c2cc(C)no2)cc1S(=O)(=O)N(C)Cc1ccco1	2%[76.3 µM]
O=C(COC(=O)c1ccco1)c1ccc(F)cc1	0%
COC(=O)c1ccc(NC(=O)CSc2nncn2-c2cccnc2)cc1	-2%
CN(C)S(=O)(=O)c1cccc(C(=O)OCC(=O)N2CCCC2=O)c1	2%[76.3 µM]
CC(=O)c1ccc(OCc2cc(C(=O)N3CCCCC3c3cccnc3)no2)cc1 (configuration not stated)	-5%[76.3 µM]
O=C(Nc1cccc2ncccc12)c1ccccc1Cl	-10%[76.3 µM]
CC(=O)c1ccc(NC(=O)Cn2c(=O)c3cccn3c3ccccc32)cc1	-5%[76.3 µM]
Cc1ccccc1NC(=O)COc1ccccc1C	-3%[76.3 µM]
COC(=O)C(C)NC(=O)C12CC3CC(C1)CC(c1ccc(C)cc1)(C3)C2 (configuration not stated)	3%
COc1cccc2cc(CC(=O)c3ccc(C)c(C)c3)c(=O)oc12	-1%
Cc1nc(NC(=O)CN2CCCCC2)sc1C(=O)N(C)C	-10%[76.3 µM]
Cc1ccccc1NC(=O)Cn1c(=O)n(Cc2ccc3c(c2)OCO3)c(=O)c2oc3ccccc3c21	-6%[76.3 µM]

Part of the list above, as comma-separated lines:
smiles,GAA glycogen mod
O=C(COC(=O)c1ccco1)c1ccc(F)cc1,0%
COC(=O)c1ccc(NC(=O)CSc2nncn2-c2cccnc2)cc1,-2%
CN(C)S(=O)(=O)c1cccc(C(=O)OCC(=O)N2CCCC2=O)c1,2%[76.3 µM]
CC(=O)c1ccc(OCc2cc(C(=O)N3CCCCC3c3cccnc3)no2)cc1 (configuration not stated),-5%[76.3 µM]
O=C(Nc1cccc2ncccc12)c1ccccc1Cl,-10%[76.3 µM]
CC(=O)c1ccc(NC(=O)Cn2c(=O)c3cccn3c3ccccc32)cc1,-5%[76.3 µM]
Cc1ccccc1NC(=O)COc1ccccc1C,-3%[76.3 µM]

(next part)
SMILES	GAA glycogen mod
CC(C)=NNc1nc2c(c(=O)[nH]c(=O)n2C)n1CCCc1ccccc1	-12%
CCOc1ccc(C2CC(=O)NC(NC(=O)c3cccc(Cl)c3)=N2)cc1 (configuration not stated)	4%[76.3 µM]
Cc1onc(-c2ccccc2Cl)c1C(=O)N1CCC(C(N)=O)CC1	-2%[76.3 µM]
N/C(=N\OC(=O)c1ccc([N+](=O)[O-])cc1Cl)c1ccccn1	-1%[76.3 µM]
CCNC(=S)N(CCc1c(C)[nH]c2ccc(OC)cc12)Cc1cccnc1	1%
CSc1ncc(C(=O)N2CCN(c3cc(C)ccc3C)CC2)c(C)n1	11%[76.3 µM]
COc1cccc(CNS(=O)(=O)c2cc3c(cc2C)n(C)c(=O)c(=O)n3C)c1	18%&-5%[76.3 µM]
CC1(C)C(=O)N(c2ccccc2F)C(=O)c2ccccc21	-3%
Cc1cccc(CNC(=O)c2ccc(Cn3c(=O)c4cccn4c4cccnc43)cc2)c1	2%[76.3 µM]
CN(C)C(CNC(=O)c1ccc([N+](=O)[O-])cc1Cl)c1ccco1 (configuration not stated)	-18%
COc1ccc(N2CCN(C3CCCN(C(=O)c4cccc(C)n4)C3)CC2)cc1 (configuration not stated)	-8%[76.3 µM]
NC(=O)CSc1nnc(COc2ccc3ccccc3c2)o1	-9%[76.3 µM]
CN1CCN(c2ccc(NC(=O)c3ccc(Oc4ccccc4)cc3)cc2)CC1	1%
CCN1CCN(c2ccc(NC(=O)c3ccc(Br)o3)cc2)CC1	-2%[76.3 µM]
Cn1cccc1C(=O)OCc1ccc(F)cc1	2%
COCn1c(C(O)c2ccccc2)cc2ccccc21 (configuration not stated)	-4%[76.3 µM]
COc1ccc([N+](=O)[O-])cc1NC(=O)c1cccnc1	-10%[76.3 µM]
CNC(=O)CCn1nc(-c2ccc(C)cc2)c2ccccc2c1=O	-8%
C/C(=N/NS(=O)(=O)c1ccc(C(C)C)cc1)c1ccncc1	-1%[76.3 µM]
CCc1nn(CCCC(=O)N2CCC(C)CC2)c(=O)c2cc3occc3n12	1%[76.3 µM]
CCN1CCc2c(sc(NC(=O)c3ccc(S(=O)(=O)N(C)c4ccccc4)cc3)c2C(=O)NC)C1	29%[76.3 µM]
COc1ccc(CCNC(=O)C2CCN(C(=O)c3ccc(F)cc3)CC2)cc1OC	0%[76.3 µM]
CCn1c(C)nc2cc(NC(=O)Nc3cccc(C(C)=O)c3)ccc21	-2%
CC(=O)c1ccc(N2CCN(S(=O)(=O)c3c(C)nc4sc(C)cn4c3=O)CC2)cc1	18%[76.3 µM]
Cc1cc(C)cc(NC(=O)c2oc3ccc4c(c3c2C)C(=O)CC(C)(C)O4)c1	-23%[76.3 µM]
O=C(COCc1cc(-c2cccs2)on1)Nc1cc(C(F)(F)F)ccc1Cl	3%[76.3 µM]
Nc1c(-c2nc(-c3cccs3)no2)nnn1-c1ccc(Cl)cc1	16%[76.3 µM]
CC(C)N(Cc1ccccc1)C(=O)CN1C(=O)NC2(CCCc3ccccc32)C1=O (configuration not stated)	-5%[76.3 µM]
CCCCOC(=O)c1ccc(NC(=O)c2cc(-c3ccccc3)on2)cc1	13%[76.3 µM]
COC(=O)CCC(C)N1CCC(Oc2ccc(C(=O)N3CCCC3)cc2)CC1 (configuration not stated)	-8%[76.3 µM]
CCN(CC)CC(O)CN1c2ccccc2Sc2ccccc21 (configuration not stated)	-7%
COc1cccc(-n2nc(C(=O)NCC3CCCO3)c3ccccc3c2=O)c1 (configuration not stated)	3%[76.3 µM]
CCCCN(C)CCCNC(=O)c1ccc2c(c1)N(CC)C(=O)c1ccccc1S2=O (configuration not stated)	5%
O=C(c1cc(COc2ccc3ncccc3c2)on1)N1CCC[C@H]1CO	6%[76.3 µM]
O=C(Cn1c(-c2cccs2)cc2ccccc21)N1CCN(c2ccccc2F)CC1	-5%[76.3 µM]
Cc1cc2c(cc1C)C(c1ccccc1F)CC(=O)N2 (configuration not stated)	22%[76.3 µM]
COc1ccc(N2CCN(C(=O)NCc3ccc(OC)c(OC)c3)CC2)cc1	3%
CC1C(=O)N(Cc2ccc([N+](=O)[O-])cc2)c2ccccc2N1C(=O)c1c(F)cccc1F (configuration not stated)	-7%
Cc1cccc(C(=O)NC(=S)N(C)C2CCCCC2)c1	1%[76.3 µM]
COc1ccccc1CNC(=O)/C(C#N)=C/c1ccc(OC)c(OC)c1OC	-6%
CCN(c1ccc(OC)cc1)S(=O)(=O)c1ccc2c(c1)NC(=O)CS2	-17%[76.3 µM]
Cc1ccc(C(=O)NC2CCCc3c2cnn3-c2ccc(F)cc2F)cn1 (configuration not stated)	-9%[76.3 µM]
CCOC(=O)N1CCN(C(=O)c2ccc(N(Cc3ccccc3Cl)S(C)(=O)=O)cc2)CC1	-1%
O=C(Cc1ccc(Cl)c(Cl)c1)Nc1ccc(S(=O)(=O)Nc2ncccn2)cc1	-6%[76.3 µM]
CC(C(=O)Nc1ccc(OC(F)(F)F)cc1)N1Cc2ccccc2C1=O (configuration not stated)	-21%[76.3 µM]
O=C(O)CC(Cc1ccc(Cl)cc1)C(=O)NCC12CC3CC(CC(C3)C1)C2 (configuration not stated)	4%
CCOc1ccc(NC(=S)NC(=O)/C=C/c2ccco2)cc1	10%[76.3 µM]
Cc1ccc(OCc2nc3ccccc3n2C)cc1	7%[76.3 µM]
COc1cc2c(cc1OC)C(c1ccc([N+](=O)[O-])cc1)NC(=O)C2 (configuration not stated)	1%[76.3 µM]
COc1cc2c(cc1OC)C(C)N(S(=O)(=O)c1ccc(C)cc1)CC2 (configuration not stated)	-8%
C=CCn1c(=O)c2ccccc2n2c(SC(C)C(N)=O)nnc12 (configuration not stated)	3%
COc1cc(OC)cc(-n2nnc(-c3nc(-c4ccccc4Cl)no3)c2N)c1	-16%[76.3 µM]
O=C(Cn1cc(S(=O)(=O)N2CCCC2)c(S(=O)(=O)N2CCCC2)c1)NCc1ccco1	7%[76.3 µM]
O=C(CN(C(=O)CNC(=O)c1ccco1)c1ccc(F)cc1)NC1CCCCC1	1%
COc1ccc(NC(=O)CCCn2c(=O)c3cccn3c3cccnc32)cc1Cl	0%[76.3 µM]
COc1ccc(N(C)C(=O)c2ccc(NC(=O)CCS(=O)(=O)c3cccs3)cc2)cc1	2%
Cc1ccccc1NC(=O)CCNS(=O)(=O)c1ccc2c(c1)CCC(=O)N2	2%[76.3 µM]
O=[N+]([O-])c1ccc(CNc2cccc(Cl)c2)s1	-1%[76.3 µM]
CC(C)Sc1ccccc1C(=O)Nc1ccc2c(c1)n(C)c(=O)n2C	-17%[15.3 µM]
CCOc1ccccc1C(=O)Nc1ccc(S(=O)(=O)N2CCN(C)CC2)cc1	-3%[76.3 µM]

(list continues)
SMILES	GAA glycogen mod
CCCc1cc(=O)oc2cc(C)cc(OC(C)C(=O)NCC3CCC(C(=O)O)CC3)c12 (configuration not stated)	-2%[76.3 µM]
Cc1ccccc1/C=N/n1c(C2CCCCC2)n[nH]c1=S	3%
COc1ccc(CN(CC(=O)NCc2ccc(F)cc2)C(=O)CCC(=O)Nc2cc(C)ccn2)cc1	15%
NC(=O)c1nsc(C(=O)N(c2cccc(F)c2)C(C(=O)NCC2CCCO2)c2ccc3ncccc3c2)c1N (configuration not stated)	2%
O=C(CN(Cc1ccccc1Cl)C(=O)c1csnn1)NCCc1ccccc1	-1%[76.3 µM]
COc1cc(Cl)c(C)cc1NC(=O)c1ccccc1NC(=O)CN1CCOCC1	-7%
COc1ccc(Nc2nc3ccccc3n2C)cc1	-4%[76.3 µM]
O=C(Nc1ccc(S(=O)(=O)N2CCOCC2)cc1)c1ccc(S(=O)(=O)N2CCOCC2)cc1	3%
COCc1cc(=O)oc2cc(NC(=O)c3ccc(C(C)(C)C)cc3)ccc12	-5%
Cc1nc2ccc([N+](=O)[O-])cc2c(=O)n1Cc1cccc(F)c1	7%
COc1ccccc1N1CCN(S(=O)(=O)c2c(C)[nH]c(C)c2C(=O)N2CCCC2)CC1	3%[76.3 µM]
Cc1cc2nnc(SCC(=O)Nc3ccc(Cl)cc3)n2c(N)n1	0%
